PAFAH1B3 FP inh: blocks human PAF acetylhydrolase 1B catalytic subunit 3; Q15102; 340,000 compounds, 0.28% hits; inhibition, % at 3.39 µM; recombinant PAFAH1B3, FP-rhodamine probe, fluorescence polarization; AID 492972;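 active = inhibition above the screen-wide average of all tested compounds plus 3 SD, cut at about 25% in these data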;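 note: 0% = enzyme with DMSO only and 100% = wells lacking PAFAH1B3 protein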
Target sequence (Q15102 whole entry, looked up): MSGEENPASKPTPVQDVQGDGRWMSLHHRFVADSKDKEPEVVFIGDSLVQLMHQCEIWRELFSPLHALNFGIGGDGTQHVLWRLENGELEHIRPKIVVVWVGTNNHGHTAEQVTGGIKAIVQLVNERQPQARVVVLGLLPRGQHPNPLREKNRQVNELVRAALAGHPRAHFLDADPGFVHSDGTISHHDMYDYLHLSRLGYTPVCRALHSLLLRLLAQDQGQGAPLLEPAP
LYPLA2 inh: counter-screen for PME1 inhibitors: inhibitors of human LYPLA2; O95372; recombinant LYPLA2, FP-Rh probe fluorescence polarization; inhibition, % at 5.9 µM; 320,000 compounds, 0.38% hits; AID 2177;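 active = inhibition above the screen-wide mean plus 3 SD, limit set per campaign, cut at about 26% in these data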;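 note: 0% = LYPLA2 with DMSO and 100% = wells lacking LYPLA2 enzyme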
PAFAH1B2 inh: PAFAH1B2 (human) inhibition; P68402; recombinant PAFAH1B2, FP-rhodamine activity probe, fluorescence polarization; inhibition, % at 3.39 µM; 340,000 compounds, 1.2% hits; AID 492953;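 active = inhibition above the mean of all tested compounds plus 3 SD, cut at about 24% in these data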;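 note: 0% = enzyme with DMSO and 100% = wells lacking PAFAH1B2; many of its hits are not listed in these tables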
LYPLA1 counter: LYPLA1 (human) inhibition in PME1 counter-screen | inhibition, % at 5.9 µM | O75608 | 320,000 compounds, 0.16% hits | recombinant LYPLA1, FP-Rh probe fluorescence polarization;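 active = inhibition above the mean of all tested compounds plus 3 SD, set per campaign, cut at about 14% in these data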;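 note: inhibitors block serine hydrolase probe labeling of LYPLA1 so polarization falls; 0% = enzyme with DMSO and 100% = wells lacking LYPLA1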
PAD4 FP inh: inhibitors of human PAD4. Q9UM07. recombinant PAD4, RCA probe fluorescence polarization. inhibition, % at 6.36 µM. 330,000 compounds, 0.41% hits. AID 485272;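 active = percent inhibition above a cutoff equal to the mean of all tested compounds plus 3 SD, cut at about 15% in these data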;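 note: 0% = PAD4 with RCA probe and DMSO and 100% = probe without PAD4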
Target sequence (Q9UM07 whole entry, looked up): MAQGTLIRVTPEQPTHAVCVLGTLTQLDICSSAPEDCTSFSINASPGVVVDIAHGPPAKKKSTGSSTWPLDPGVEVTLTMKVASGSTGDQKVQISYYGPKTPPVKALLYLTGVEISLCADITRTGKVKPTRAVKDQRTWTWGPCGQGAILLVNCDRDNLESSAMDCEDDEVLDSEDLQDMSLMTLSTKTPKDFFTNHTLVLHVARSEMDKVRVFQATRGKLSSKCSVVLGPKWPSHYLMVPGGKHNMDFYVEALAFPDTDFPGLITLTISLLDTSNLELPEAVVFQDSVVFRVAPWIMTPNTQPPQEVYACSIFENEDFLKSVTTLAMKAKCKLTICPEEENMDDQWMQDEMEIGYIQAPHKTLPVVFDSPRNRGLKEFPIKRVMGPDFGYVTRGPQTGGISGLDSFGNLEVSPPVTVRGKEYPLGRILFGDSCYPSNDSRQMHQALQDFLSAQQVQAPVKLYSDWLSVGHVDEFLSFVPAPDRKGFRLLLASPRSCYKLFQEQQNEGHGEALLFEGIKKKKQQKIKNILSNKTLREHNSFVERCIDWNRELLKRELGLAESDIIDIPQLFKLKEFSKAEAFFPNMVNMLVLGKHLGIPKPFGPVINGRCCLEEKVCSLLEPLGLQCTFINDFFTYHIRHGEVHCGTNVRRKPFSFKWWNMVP
GSTO1 counter: blocks human GSTO1 in RBBP9 counter-screen; P78417; recombinant GSTO1, activity-based probe fluorescence polarization; inhibition, % at 5.96 µM; 300,000 compounds, 1.1% hits; AID 1974;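 active = inhibition above the campaign mean inhibition plus 3 SD, cut at about 35% in these data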;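 note: 0% = GSTO1-1 with DMSO and 100% = wells lacking GSTO1-1 enzyme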
PAFAH2 inh: inhibitors of human PAFAH2; AID 492956; 340,000 compounds, 0.99% hits; inhibition, % at 3.39 µM; recombinant PAFAH2, FP-rhodamine activity probe, fluorescence polarization;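 active = inhibition above the mean over all tested compounds plus 3 SD, cut at about 30% in these data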;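 note: inhibitors block probe labeling of enzyme so polarization drops; 0% = enzyme with DMSO and 100% = wells lacking PAFAH2 protein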
PREPL inhibitor: human PREPL enzyme inhibition; Q4J6C6; recombinant PREPL, fluorescence polarization activity-based probe; inhibition, % at 5.96 µM; 320,000 compounds, 0.68% hits; in the data active = inhibition above about 43%;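 note: 0% = enzyme with DMSO and 100% = wells lacking enzyme; many of its hits are not listed in these tables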
pPAFAH inh: pPAFAH (human) enzyme inhibition. recombinant pPAFAH, FP-rhodamine probe fluorescence polarization. inhibition, % at 3.39 µM. 330,000 compounds, 1.5% hits;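 active = inhibition above the mean inhibition across the screen plus 3 SD, cut at about 25% in these data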;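 note: inhibitors block binding of the rhodamine activity-based probe so polarization drops; 0% = enzyme with DMSO and 100% = wells lacking pPAFAH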
* hit, by the source's call; . = not tested or not shown.

SMILES	PAFAH1B3 FP inh	LYPLA2 inh	PAFAH1B2 inh	LYPLA1 counter	PAD4 FP inh	GSTO1 counter	PAFAH2 inh	PREPL inhibitor	pPAFAH inh
C=CCNC(=S)Nc1ccc(C)cc1[N+](=O)[O-]	1.4	4.2	-3.1	0.1	-4.8	-3.9	1.0	12.5	-4.0
Cc1ccc(S(=O)(=O)N(C)C)cc1NC(=O)c1n[nH]c(=O)c2ccccc12	-3.2	-0.8	0.7	-0.3	0.4	8.6	-2.9	-10.5	-3.6
CC(C)NC(=O)CSc1ccccc1C(=O)N1CCN(S(=O)(=O)/C=C/c2ccccc2)CC1	13.4	1.1	4.5	-1.2	3.1	.	3.1	5.3	1.8
O=C(C1CC1)N1CCCN(C(=O)C2CC2)CC1	3.9	5.2	0.7	4.0	0.7	-3.4	2.7	8.5	-6.1
COC(=O)c1ccc(NC(=O)COc2coc(CN3CCc4ccccc43)cc2=O)cc1	7.3	3.1	6.0	-1.7	4.3	2.5	0.8	-1.7	3.8
O=C1CSC(c2ccc(Cl)cc2)N1c1cccnc1 (configuration not stated)	4.6	6.0	25.0*	-1.0	6.6	10.9	6.8	8.4	-0.2
CCOc1ccc(N(CC(=O)OC)S(=O)(=O)c2ccc(OC)c(OC)c2)cc1	3.6	-10.4	0.4	0.3	2.1	3.1	-1.8	9.6	-7.4
COCCNC(=O)c1cccc(OC2CCN(Cc3ccc(C(C)C)cc3)CC2)c1	0.7	8.8	-1.5	-0.5	1.3	1.3	-1.7	7.5	4.2
Cc1ccc(-n2c(-c3ccccc3)n[nH]c2=S)c(C)c1	9.1	-1.3	10.7	0.3	3.6	-3.9	-2.8	-4.2	3.5
O=C(NCC1CCNCC1)c1ccncc1	3.4	3.9	2.4	-0.9	-3.7	1.7	3.4	-6.1	0.2
COc1cc(C)c(CNc2cc(C)cc(C)c2)cc1C	-1.3	2.4	2.0	-4.3	-2.8	-2.1	4.9	2.7	2.2
CC(=O)Nc1ccc(NC(=O)CNC(=O)COc2ccccc2)cc1	7.0	-0.2	9.6	-1.8	0.1	0.1	1.9	-4.0	-4.2
CCC(C)(C)n1nnnc1C(c1cc2cc(C)ccc2[nH]c1=O)N1CCCc2ccccc21 (configuration not stated)	5.8	-1.2	-0.2	-4.4	-3.0	3.2	6.7	15.1	19.6
CCN(CC)C(=O)c1ccc(-c2nnc(Nc3cccc(O)c3)c3ccccc23)cc1	6.6	-1.4	2.7	2.7	-2.6	-5.3	3.0	16.1	0.4
CCOc1cc(CNc2ncn[nH]2)ccc1OCC(=O)NC(C)(C)C	-2.2	-1.7	-0.9	-3.0	0.7	6.6	3.2	0.0	-1.4
Cc1cc(C)c(S(=O)(=O)NCCCN2CCOCC2)cc1Br	2.3	5.6	1.4	-0.6	-2.3	3.9	1.1	1.8	3.7
O=C(NCc1ccccc1C(F)(F)F)C1CC(c2ccc(C(F)(F)F)cc2)=NO1 (configuration not stated)	-2.9	19.6	-2.2	-2.7	3.0	1.0	0.5	7.0	3.2
COc1cc(CC(=O)Nc2sc3c(c2C(N)=O)CCCC3)cc(OC)c1OC	1.7	-6.2	2.5	-2.8	-0.1	-1.1	-7.8	0.1	8.3
CCOCC(=O)Nc1ccc(F)c(F)c1	-1.9	-2.9	-1.9	-0.2	1.1	5.8	-1.0	10.0	-2.4
O=S(=O)(NC(=NC1CCCCC1)c1ccccc1F)c1ccccc1	2.3	0.8	2.2	2.3	0.8	1.9	1.2	-12.2	1.8
COc1cc(C(=O)Nc2ccccc2NC(=O)c2cc(OC)c(OC)c(OC)c2)cc(OC)c1OC	5.1	-7.8	-0.6	-5.6	-0.9	1.6	0.8	3.6	5.3
CN1CCN(C(=O)C2=C[C@H](C3CC3)C[C@H](OCc3ccc(CO)cc3)O2)CC1	-1.1	-1.7	8.0	2.1	0.4	0.1	4.0	2.4	1.5
Cc1cccc(C)c1OCC(=O)NNC(=O)CCNC(=O)c1ccco1	5.7	-2.9	6.4	-1.5	4.5	12.1	0.9	-8.8	1.3
COc1cccc(NC(=O)C(Sc2nnc(Nc3ccccc3C)s2)c2ccccc2)c1 (configuration not stated)	-23.9	-38.9	-9.7	-23.3	1.7	-18.4	-26.2	3.4	-16.6
COc1cc2c(cc1OC)CN(C(=O)c1ccc(S(=O)(=O)N(C)c3ccccc3)cc1)CC2	3.9	2.6	4.2	1.8	-10.1	-4.6	10.4	-5.4	3.2
SMILES	PAFAH1B3 FP inh	LYPLA2 inh	PAFAH1B2 inh	LYPLA1 counter	PAD4 FP inh	GSTO1 counter	PAFAH2 inh	PREPL inhibitor	pPAFAH inh
COc1cc(Cl)c(C)cc1NC(=O)Cc1cccs1	3.7	0.2	5.5	-2.5	0.7	0.9	-3.4	1.2	1.8
CCNS(=O)(=O)c1ccc(NC(=O)c2ccccc2OCC)cc1	1.1	6.1	2.6	1.3	-1.6	-0.1	3.9	-4.0	1.5
COC(=O)c1ccccc1S(=O)c1snnc1C (configuration not stated)	5.7	3.6	0.7	-0.7	-2.0	0.1	16.0	2.0	-2.3
CCOC(=O)N1CCN(C(=O)CN(Cc2ccc(Cl)cc2)S(=O)(=O)c2ccc(C)cc2)CC1	5.8	2.5	0.8	-1.0	0.9	7.0	4.4	6.9	1.9
Cc1ccc(CC(=O)NCCN2CCOCC2)cc1	-5.0	-4.0	1.9	1.0	-1.2	3.4	-2.8	-1.8	0.3
COc1ccc(NC(=O)C2CCN(C(=O)c3cccs3)CC2)c(OC)c1	0.3	4.4	-0.4	-1.2	-0.5	-0.4	-9.4	-2.2	5.5
Clc1ccccc1CSc1nncn1NC/C=C/c1ccccc1	8.9	2.1	13.3	-4.8	5.4	-0.9	8.3	-5.1	6.3
Oc1ccc(C[C@H]2CNCCN2CCc2cccc(F)c2)cc1	-4.0	6.9	3.5	1.2	0.9	0.8	-1.5	39.0	0.0
COc1cccc(/C=C2/CN(C)CC3=C2OC(N)=C(C#N)C3c2cccc(OC)c2)c1 (configuration not stated)	2.4	0.7	2.4	-2.7	60.9*	12.0	-8.3	18.9	8.0
CCOc1ccccc1N(CC(=O)NCc1ccncc1)S(=O)(=O)c1ccccc1	-2.2	-1.3	-5.5	2.2	1.5	-4.3	-1.0	-2.7	2.3
CCN(CC)S(=O)(=O)c1ccc2nc(NC(=O)c3ccco3)sc2c1	7.8	0.8	1.1	1.7	-2.7	-2.1	-2.9	2.9	1.4
Cc1ccc(C(=O)OCC(=O)N(C)c2c(N)n(Cc3ccccc3)c(=O)[nH]c2=O)s1	8.6	0.0	3.8	3.5	3.2	2.4	7.2	7.4	1.2
O=C1CC(/C=C/c2ccccc2)=Nc2ccccc2N1	9.2	5.9	3.4	3.6	1.7	0.8	3.8	1.1	0.5
COc1ccc(C2(c3ccc(OC)cc3)NC(=O)N(Cn3nnc4ccccc4c3=O)C2=O)cc1	1.2	-3.6	-0.3	-1.1	-7.8	2.2	3.0	-0.2	-1.4
O=C(Nc1nc2ccccc2s1)c1c(F)cccc1Cl	6.3	-1.0	7.4	0.5	2.9	1.7	5.5	15.2	0.2
CCCCN(C)CCNC(=S)Nc1ccc2nc(N3CCN(CC)CC3)cc(C)c2c1	1.6	7.4	-2.9	-0.8	2.6	11.4	-3.7	18.8	2.1
COc1ccc(S(=O)(=O)N2CCCCCC2)cc1C(=O)N(C)Cc1c(F)cccc1Cl	5.1	11.8	4.0	3.1	3.7	.	5.1	15.5	8.3
Cc1ccc(S(=O)(=O)c2c[nH]c3ccc(Cl)cc3c2=O)cc1	6.4	2.9	1.0	-2.5	-7.2	-11.6	13.6	-1.2	-6.7
COC(=O)c1ccc(CNCC(O)COc2ccc(-c3ccccc3)cc2)cc1 (configuration not stated)	-3.0	5.8	1.5	4.9	-6.1	5.7	-12.9	-25.4	-1.5
COCc1cc(OC)nc(-c2csc(C)n2)n1	7.9	-1.3	1.5	-1.5	-4.5	-3.7	-5.0	8.1	4.3
CCn1c(=O)c(=O)[nH]c2cc(C(=O)N3CCN(c4ccccc4F)CC3)ccc21	-32.4	-45.2	-25.8	-15.9	-40.0	-58.9	-45.2	-36.8	-9.0
Cc1ccc(S(=O)(=O)N(C)c2ccc(OCC(=O)O)cc2)cc1	3.3	9.6	5.0	1.6	5.4	11.7	-1.7	9.6	-4.8
CC(=O)c1ccccc1OCCn1nc(C(=O)O)c2ccccc2c1=O	0.4	-3.7	5.8	0.2	-2.3	3.0	6.7	-11.5	-4.4
CCN1C(=O)[C@H]2[C@@H](c3ccc(OC)cc3)N3C(=O)CN(CC4CC4)C(=O)[C@@]3(C)[C@H]2C1=O	9.3	-1.6	5.9	-1.1	0.9	5.8	-2.4	-6.9	-1.8
Cc1ccc(NC(=O)NNC(=O)C2CC(c3cccnc3)=NO2)cc1 (configuration not stated)	6.2	-2.1	9.4	3.3	2.9	-1.4	2.0	-13.0	-3.5
CNC(=O)NC(=O)COC(=O)CCCSc1nc2ccccc2s1	0.3	-1.8	1.4	-0.1	1.2	0.0	1.8	13.4	4.8

Part of the list above, with two lines to a compound.
Values run as follows: PAFAH1B3 FP inh | LYPLA2 inh | PAFAH1B2 inh | LYPLA1 counter | PAD4 FP inh | GSTO1 counter | PAFAH2 inh | PREPL inhibitor | pPAFAH inh
- COc1cc(Cl)c(C)cc1NC(=O)Cc1cccs1
→ 3.7 | 0.2 | 5.5 | -2.5 | 0.7 | 0.9 | -3.4 | 1.2 | 1.8
- CCNS(=O)(=O)c1ccc(NC(=O)c2ccccc2OCC)cc1
→ 1.1 | 6.1 | 2.6 | 1.3 | -1.6 | -0.1 | 3.9 | -4.0 | 1.5
- COC(=O)c1ccccc1S(=O)c1snnc1C (configuration not stated)
→ 5.7 | 3.6 | 0.7 | -0.7 | -2.0 | 0.1 | 16.0 | 2.0 | -2.3
- CCOC(=O)N1CCN(C(=O)CN(Cc2ccc(Cl)cc2)S(=O)(=O)c2ccc(C)cc2)CC1
→ 5.8 | 2.5 | 0.8 | -1.0 | 0.9 | 7.0 | 4.4 | 6.9 | 1.9
- Cc1ccc(CC(=O)NCCN2CCOCC2)cc1
→ -5.0 | -4.0 | 1.9 | 1.0 | -1.2 | 3.4 | -2.8 | -1.8 | 0.3
- COc1ccc(NC(=O)C2CCN(C(=O)c3cccs3)CC2)c(OC)c1
→ 0.3 | 4.4 | -0.4 | -1.2 | -0.5 | -0.4 | -9.4 | -2.2 | 5.5
- Clc1ccccc1CSc1nncn1NC/C=C/c1ccccc1
→ 8.9 | 2.1 | 13.3 | -4.8 | 5.4 | -0.9 | 8.3 | -5.1 | 6.3
- Oc1ccc(C[C@H]2CNCCN2CCc2cccc(F)c2)cc1
→ -4.0 | 6.9 | 3.5 | 1.2 | 0.9 | 0.8 | -1.5 | 39.0 | 0.0
- COc1cccc(/C=C2/CN(C)CC3=C2OC(N)=C(C#N)C3c2cccc(OC)c2)c1 (configuration not stated)
→ 2.4 | 0.7 | 2.4 | -2.7 | 60.9* | 12.0 | -8.3 | 18.9 | 8.0
- CCOc1ccccc1N(CC(=O)NCc1ccncc1)S(=O)(=O)c1ccccc1
→ -2.2 | -1.3 | -5.5 | 2.2 | 1.5 | -4.3 | -1.0 | -2.7 | 2.3

Some of the compounds tested; count on the stated rates, not on these rows.
